Screening data: PubChem, Sanford-Burnham Center for Chemical Genomics
H9c2 TAG inh: reduces triacylglycerol accumulation in H9c2 cells; Nile Red lipid (TAG) fluorescence; cells loaded with 200 µM oleic acid; inhibition, % at 12.5 µM; 230,000 tested, 0.66% active; AID 651582;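 active = pattern-corrected inhibition of lipid staining of at least 50% with the nuclear-stain viability signal not falling by more than 50%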;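 note: 0% = DMSO wells and 100% = triacsin C control wells; some results filed as inactive read as strong as hits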
H9c2 TAG inh DAPI viability: further read-out of H9c2 TAG inh, marked with its call; DAPI nuclei signal change (viability), lower = more cytotoxic, %;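 whole-well DAPI fluorescence read on a plate reader as a viability signal; minus 50 percent equals half of cells still viable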
* marks the source's active call; other numbers are inactive results.

Sample of the layout:
SMILES | H9c2 TAG inh | H9c2 TAG inh DAPI viability
CC(C)NC(=O)CCc1nnc(Cc2cccc(C(F)(F)F)c2)o1 | 6 | -8
CCSc1nnc(NC(=O)c2ccc3ccccc3n2)s1 | 13 | 4
O=C(Cn1c(=O)c(=O)n(Cc2ccccc2)c2ccc(Cl)cc21)NCC1CCCO1 (stereo unspecified) | -9 | 13
CC(C)CCN1CCC[C@]2(N[C@H](c3ccc(C(F)(F)F)cc3)[C@@H]3C(=O)N(Cc4ccccc4)C(=O)[C@@H]32)C1=O | 12 | -6
COc1ccc(CN2C(=O)C(CC(=O)NCCCN(C)C)CC(C(=O)N(C)C)=C2C)cc1 (stereo unspecified) | 5 | -3
O=C(c1scc2c1CCCC2)N1CCCCC1 | -4 | -1
CCOC(=O)C1CCCN(CCC(=O)Nc2ccccc2)C1 (stereo unspecified) | -15 | 11
CCOc1cc(/C=C/c2cc(C(F)(F)F)[nH]c(=O)n2)ccc1O | -8 | 11
CC(C)(C)c1cc(C(=O)NNC(=O)Nc2ccccc2)n(Cc2ccccc2)n1 | -2 | -7
CC(C)N(C(=O)[C@H]1C[C@H](CC(=O)NCCc2ccccn2)C(=O)N2CCc3c([nH]c4cc(CCC(=O)N(C)C)ccc34)[C@]12C)C(C)C | -6 | 83
CC(=O)c1ccc(NCC(=O)N2CCN(S(=O)(=O)c3ccccc3)CC2)cc1 | -19 | -1
COc1ccc(NS(=O)(=O)c2cc(NC(=O)c3sccc3C)ccc2N2CCOCC2)cc1 | 20 | -15
Cc1cc(C)c(C)c(OCC(=O)O/N=C(\N)c2cccnc2)c1 | 3 | 2

The list itself, from the start:
SMILES | H9c2 TAG inh | H9c2 TAG inh DAPI viability
CC(C)NC(=O)CCc1nnc(Cc2cccc(C(F)(F)F)c2)o1 | 6 | -8
CCSc1nnc(NC(=O)c2ccc3ccccc3n2)s1 | 13 | 4
O=C(Cn1c(=O)c(=O)n(Cc2ccccc2)c2ccc(Cl)cc21)NCC1CCCO1 (stereo unspecified) | -9 | 13
CC(C)CCN1CCC[C@]2(N[C@H](c3ccc(C(F)(F)F)cc3)[C@@H]3C(=O)N(Cc4ccccc4)C(=O)[C@@H]32)C1=O | 12 | -6
COc1ccc(CN2C(=O)C(CC(=O)NCCCN(C)C)CC(C(=O)N(C)C)=C2C)cc1 (stereo unspecified) | 5 | -3
O=C(c1scc2c1CCCC2)N1CCCCC1 | -4 | -1
CCOC(=O)C1CCCN(CCC(=O)Nc2ccccc2)C1 (stereo unspecified) | -15 | 11
CCOc1cc(/C=C/c2cc(C(F)(F)F)[nH]c(=O)n2)ccc1O | -8 | 11
CC(C)(C)c1cc(C(=O)NNC(=O)Nc2ccccc2)n(Cc2ccccc2)n1 | -2 | -7
CC(C)N(C(=O)[C@H]1C[C@H](CC(=O)NCCc2ccccn2)C(=O)N2CCc3c([nH]c4cc(CCC(=O)N(C)C)ccc34)[C@]12C)C(C)C | -6 | 83
CC(=O)c1ccc(NCC(=O)N2CCN(S(=O)(=O)c3ccccc3)CC2)cc1 | -19 | -1
COc1ccc(NS(=O)(=O)c2cc(NC(=O)c3sccc3C)ccc2N2CCOCC2)cc1 | 20 | -15
Cc1cc(C)c(C)c(OCC(=O)O/N=C(\N)c2cccnc2)c1 | 3 | 2
O=C(NNc1nc2c(F)cc(F)cc2s1)C1COc2ccccc2O1 (stereo unspecified) | 15 | 7
CCN1CCN(C(=O)Nc2ccc(OC)cc2OC)CC1 | 2 | 0
Cc1cc(/C=C2\C(=N)N3N=CSC3=NC2=O)c(C)n1Cc1ccccc1 | -1 | 3
CCN1CCCC(OC(=O)c2cc(-c3ccc(C)cc3)nc3ccccc23)C1 (stereo unspecified) | 19 | 99
COc1ccc(/C=C/C(=O)OCC(=O)c2c(N)n(C)c(=O)n(C)c2=O)c(OC)c1 | 23 | 0
Nn1c(SCC(=O)N2CCCCC2)nnc1-c1ccncc1 | 0 | 0
CC(C)S(=O)(=O)N1CCN(c2ccnc3cc(Cl)ccc23)CC1 | -2 | 6
COc1cccc([C@@H]2Oc3ccc(OC)cc3C(=O)[C@H]2O)c1 | 4 | 11
O=c1c(Cc2ccccc2)c(O)ccn1CCc1cnc[nH]1 | 7 | 7
Cc1cc(NC(=O)Cn2cnc3c(nnn3-c3ccc(C)c(Cl)c3)c2=O)no1 | -11 | 14
Cc1ccc(S(=O)(=O)N(C)c2ccc(OC(C)C(=O)N3CCCC3)cc2)cc1C (stereo unspecified) | 7 | -6
O=S(=O)(CCNCc1cccs1)c1ccc(Cl)cc1 | -4 | 0
CC(C)(C)C(=O)OC/C(N)=N/OC(=O)c1ccc(Cl)cc1 | -9 | 3
COc1ccc(/C=C(/NC(=O)c2ccccc2)C(=O)NC(Cc2c[nH]c3ccccc23)C(=O)O)cc1 (stereo unspecified) | -11 | 1
CCOC(=O)C1CCN(C(=O)COc2ccc3c(C)cc(=O)oc3c2)CC1 | 9 | 1
O=C(NC1CCS(=O)(=O)C1)c1cc2c(=O)n3ccccc3nc2n1Cc1ccccc1 (stereo unspecified) | 13 | 94
COC(=O)CN1CCN(C(=O)c2ccco2)CC1 | -4 | -1
CCOC(=O)N1CCN(C(=O)c2ccc(OCC)cc2)CC1 | -3 | -7
CC(=O)c1ccc(S(=O)(=O)N(C)CC(=O)NCc2ccco2)cc1 | -9 | 1
COc1ccc(C(O)c2nc(-c3ccc(OC)nc3)cs2)cc1 (stereo unspecified) | -45 | 5
CSc1nc(Oc2ccc3ccccc3c2)c2ccccc2n1 | -87 | 10
Cc1ccc(NCc2nnc(SCC(=O)Nc3cc(C)on3)n2C)cc1 | 0 | -7
Cc1cc(C)c(NC(=O)CN(C)CC(=O)N(C)CC(=O)Nc2c(Cl)cccc2Cl)c(C)c1 | 17 | -7
Cc1ccsc1/C=C1/SC(=O)N(CC(=O)N2CCOCC2)C1=O | -6 | -3
CCOc1ccc(CN2CCN(Cc3cccn3-c3cccnc3)CC2CCO)cc1 (stereo unspecified) | 21 | -1
CC[C@H]1c2[nH]c3ccc(C(C)C)cc3c2[C@@H]2CCN3C(=O)CCC[C@H]1[C@H]23 | -17 | -6
Cc1cc(C)n(-c2cc(N3CCN(C(=O)c4ccc(C(C)(C)C)cc4)CC3)ccc2[N+](=O)[O-])n1 | -28 | 2
COc1cccc(NC(=O)C2(C)CCN2C(=O)CCC2CCCC2)c1 (stereo unspecified) | 0 | -14
CCOC(=O)C1CCCN(C(=O)c2cncc(Br)c2)CC1 (stereo unspecified) | -1 | -2
CC1CN(C(=O)COc2coc(CN3CCc4ccccc4C3)cc2=O)CC(C)O1 (stereo unspecified) | -17 | -1
C[C@@]12C(=O)Nc3ccc(F)cc3C(=O)N1[C@H]1c3cc(Cl)ccc3OC[C@@H]1[C@@H]2c1ccccc1 | 24 | -7
CCOC(=O)C1CCN(Cc2nc(-c3ccc(OC)c(OC)c3)no2)CC1 | -1 | -11
Cn1cc([N+](=O)[O-])c(C(=O)N/N=C/c2cc3c(cc2Br)OCO3)n1 | 3 | -2
CC(C)(Cc1ccccc1)/[N+]([O-])=C\c1ccccc1 | -20 | 2
O=C(COC(=O)COc1ccc(Cl)cc1)NC1CCS(=O)(=O)C1 (stereo unspecified) | 14 | 0
Cn1nnnc1SCC(=O)Nc1ccc(C(=O)N2CCN(Cc3ccccc3F)CC2)cc1 | 5 | 2
Cc1ccc(CSc2ccc3nnc(-c4ccccn4)n3n2)cc1 | -12 | 13
CCn1nc(C(=O)OCc2c(C)noc2C)c2ccccc2c1=O | 2 | 23
CS(=O)(=O)N1CCc2cc(C(=O)Nc3ccccc3Cl)ccc21 | 22 | -10
COc1ccc(NC(=O)c2c[nH]c(=O)n(-c3ccc(C)c(C)c3)c2=O)c(OC)c1 | -6 | -14
O=C(c1cccs1)c1ccc(-c2cccs2)s1 | -1 | 9
O=C(NCCc1ccccc1)C1CCCN1C(=O)Nc1ccc(Cl)cc1 (stereo unspecified) | 15 | -10
CCOC(=O)C1(C)CCCN(C(=O)c2cc(C)oc2C)C1 (stereo unspecified) | -13 | 14
CCOC(=O)C1CCCN(C(=S)Nc2ccc(S(=O)(=O)N3CCOCC3)cc2)C1 (stereo unspecified) | -7 | 0
CCOC(=O)c1cc(C#N)c(SCC(=O)OC)[nH]c1=O | 7 | -5
Cc1csc(NC(=O)CN2C(=O)COc3ccc(Cl)cc32)n1 | -1 | -6
CN(Cc1ccccn1)C(=O)c1cc(COc2ccc(F)c(F)c2)on1 | 29 | -46

The list goes on:
SMILES | H9c2 TAG inh | H9c2 TAG inh DAPI viability
O=C(CCNC(=O)c1ccccc1Cl)Nc1cc(S(=O)(=O)N2CCOCC2)ccc1N1CCCC1 | -2 | 6
Cn1c(=O)c2c(nc(CN3CCN(c4ccccc4)CC3)n2CCc2ccccc2)n(C)c1=O | 42 | -14
Cc1ccc(NC(=O)CN2C(=O)S/C(=C\c3ccccn3)C2=O)cc1C | 6 | -5
CN(Cc1ccco1)C(=O)C1CCC(=O)N1Cc1ccc(F)cc1 (stereo unspecified) | 7 | -18
Clc1ccc(-c2cn3nc4c(nc3n2)CCCC4)cc1 | -2 | 12
COc1ccc(CC(=O)NNC2=Nc3cccc4cccc2c34)cc1 | -7 | -6
CN1CCN(c2nc3nonc3nc2N2CCN(C)CC2)CC1 | 8 | 10
Cc1ccc(S(=O)(=O)N2CCOCC2)cc1NC(=O)COC(=O)COc1cccc2c1OC(C)(C)C2 | 2 | 1
COc1ccc(C=C2c3ccccc3C(=O)c3ccccc32)c(OC)c1 | 46 | -25
CN(CC(=O)Nc1ccccc1Cl)C(=O)COC(=O)c1ccc(Cl)nc1 | 15 | 11
O=C(O)c1cnn2c(C(F)F)cc(C(F)F)nc12 | 18 | -12
CCc1cc(CNC(=O)C2CCC(=O)N(CCc3cccc(F)c3)C2)on1 (stereo unspecified) | -7 | 2
CCCCCC(=O)N1C[C@H](n2cc(C3CC3)nn2)[C@@H](O)C[C@@H]1c1ccc(C)cc1 | -7 | 12
CCOC(=O)N1CCN(C(=O)C2c3cc(OC)c(OC)cc3C(=O)N3CCc4ccccc4C23)CC1 (stereo unspecified) | -13 | -5
COc1ccc(S(=O)(=O)Nc2ccncc2)c(C)c1C | -6 | -1
Cc1cc(C)n2nc(C(=O)OCC(=O)Nc3ccc4c(c3)OCCO4)nc2n1 | 2 | 9
COc1ccc(CCNc2cc(N3CCN(C(=O)c4ccccc4OC)CC3)ccc2[N+](=O)[O-])cc1OC | -17 | 5
Cc1ccccc1NC(=S)NC(=O)c1cncc(Br)c1 | 6 | -10
COCCn1c(=O)sc2ccccc2c1=O | 9 | -1
COc1ccc2ccccc2c1CNC(=O)CC1C(=O)NCCN1CC(C)(C)C (stereo unspecified) | 9 | -3
COc1ccc(OC)c(S(=O)(=O)N2C(C)CCCC2C)c1 (stereo unspecified) | -45 | 9
Cc1cc(C)n(CCOc2ccc(Cl)cc2Cl)n1 | -2 | 2
Cc1ccc2nc(-c3ccccc3)cc(C(=O)N3CCN(S(=O)(=O)c4c(C)noc4C)CC3)c2c1 | 7 | -1
O=C(CC1S/C(=N/N=C/c2cccs2)NC1=O)Nc1ccccc1F (stereo unspecified) | 2 | 6
COc1ccc(S(=O)(=O)N2CCCCCC2)cc1C(=O)Nc1ccc(C(=O)N(C)C)cc1 | -11 | -11
CSCCC(NS(=O)(=O)c1ccccc1F)C(=O)NCC(c1ccco1)N(C)C (stereo unspecified) | 8 | -3
COc1cccc(-c2noc(CCC(=O)Nc3cccnc3)n2)c1 | 6 | 8
C[C@H]1CN([C@@H](C)CO)C(=O)CCCn2nncc2CO[C@@H]1CN(C)Cc1ccc(Cl)c(Cl)c1 | 8 | -7
COC(=O)C(CCC(=O)CN1C(=O)c2ccccc2C1=O)N1C(=O)c2ccccc2C1=O (stereo unspecified) | -4 | 3
COCCn1c(SCC(=O)NCCc2ccccc2)nc2c([nH]c3ccccc32)c1=O | -5 | 5
CC(NC(=O)CCC(=O)NCc1ccc(F)cc1)c1ccccc1 (stereo unspecified) | -18 | 6
O=C(O)CSc1nnc(CNc2ccccc2Cl)n1-c1ccccc1 | 10 | 5
CCCCOc1ccc(C(=O)NCC(=O)NNC(=O)c2ccco2)cc1 | -8 | 2
CN1CCc2c(sc(NC(=O)c3ccc(S(=O)(=O)N4CCOCC4)cc3)c2C(N)=O)C1 | 10 | 4
CCc1cccc(NC(=O)C2CCCC2)c1 | -12 | 19
O=[N+]([O-])c1cccc(-c2nnn(C34CC5CC(CC(C5)C3)C4)n2)c1 | 15 | 0
O=C1CN(C(=O)COC(=O)c2ccco2)c2ccccc2N1 | 5 | 3
COc1ccc(OC)c(NC(=O)COC(=O)c2ccc(S(=O)(=O)N3CCCCC3)cc2)c1 | 4 | -5
CC1(C)CC(=O)C=C(NCCN2CCN(C(=S)NC3CCCCC3)CC2)C1 | -1 | 9
Cc1ccc(C2N(c3cccc(Cl)c3)C(=O)C3CCCN32)o1 (stereo unspecified) | 2 | 8
COc1ccc(C(=O)NCC(c2cccs2)N2CCc3ccccc32)c(OC)c1 (stereo unspecified) | -57 | 2
Cc1ccc(N2C(=O)NC(NC(=O)C(C)(C)C)(C(F)(F)F)C2=O)cc1C (stereo unspecified) | 1 | 8
Cc1ccc(Nc2nnc(C)c3ccccc23)c(C)c1 | -8 | -1
CC(C)CN1CCN(Cc2cccn2-c2ccccn2)CC1CCO (stereo unspecified) | -17 | 43
O=C(NCCN1C(=O)S/C(=C\c2ccccc2F)C1=O)C1=COCCO1 | 5 | -25
CCOC(=O)c1ccc(NC(=S)NCCCN2CCN(C3CCCCC3)CC2)cc1 | -4 | 13
COc1ccc(C/C(C)=N/NC(=O)c2cc(C)oc2C)cc1 | -2 | 4
CCNC(=O)C1(C)CCN(C(=O)c2ccccc2C(F)(F)F)C1 (stereo unspecified) | 3 | -3
Cc1nnsc1SCCNC(=O)c1c(F)cccc1F | 13 | -5
COc1cccc(-c2csc(NC(=O)C3CC3)n2)c1 | 7 | 8
O=c1cc(-c2ccccc2Cl)c2c([nH]1)CCC2 | 11 | -3
O=C(N/N=C/c1cc([N+](=O)[O-])ccc1O)c1cccc(N2CCCC2=O)c1 | 16 | -17

Only part of the results is shown. The share of hits here may be higher or lower than overall.
